HKDC1 inh: inhibitors of human hexokinase HKDC1; recombinant HKDC1, G6PDH/diaphorase resazurin coupled fluorescence; AID 493160; 340,000 compounds, 0.16% hits; Q2TB90; inhibition, % at 20 µM;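 active = inhibition above about 35% when tested at 20 µM, limit read from the data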;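 also: plate controls were DMSO wells with enzyme for no effect and DMSO wells lacking enzyme for full effect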
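Material: recombinant HKDC1 hexokinase; Amount: HKDC1 at 5 µg/mL; Medium: Tris pH 8.0 buffer with MgCl2, Tween-20, BSA, BME; Schedule: 90 min reaction incubation at room temperature, dark; Technique: coupled resazurin fluorescence, excitation 525 nm, emission 613 nm.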
Apaf1 inhib: human Apaf-1 inhibition; 330,000 compounds, 0.71% hits; inhibition, % at 20 µM; AID 489030; O14727; reconstituted apoptosome caspase-3 activity, DEVD-Rh110 fluorescence; active = inhibition of at least 40% at 20 µM;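 also: plate controls were DMSO wells for no effect and DEVD-CHO caspase inhibitor wells for full effect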
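Assay system: Apoptosome proteins | Medium: pH 7.5 Hepes buffer with CHAPS, BSA, DTT | Also added: Cytochrome c and DEVD-Rh110 substrate | Times: 30 min plus 50 min, RT | Detection: Rhodamine 110 fluorescence at Ex 480/Em 540 nm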
SENP8 block-1: SENP8 (human) protease inhibition; Q96LD8; recombinant SENP8, Nedd8 substrate fluorescence; inhibition, % at 20 µM; 360,000 compounds, 0.64% hits; AID 602440; in the data active = inhibition mostly above about 40%, no sharp cut-off; inactive = mostly below about 27%
Target sequence (Q96LD8 whole entry, looked up): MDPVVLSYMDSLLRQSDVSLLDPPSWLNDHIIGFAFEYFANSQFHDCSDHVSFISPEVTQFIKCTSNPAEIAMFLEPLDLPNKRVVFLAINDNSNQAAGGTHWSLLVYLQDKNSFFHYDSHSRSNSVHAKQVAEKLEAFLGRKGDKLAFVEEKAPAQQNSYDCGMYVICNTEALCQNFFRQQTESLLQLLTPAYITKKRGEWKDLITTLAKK
SENP6 inh: inhibitors of human SENP6 protease | Recombinant SENP6 catalytic domain, aminoluciferin luminescence | inhibition, % at 10 µM | 330,000 compounds, 1.8% hits | AID 2599;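 active = inhibition above about 50% at the single tested dose, limit read from the data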;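 also: plate controls were DMSO wells with enzyme for no effect and DMSO wells lacking enzyme for full effect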
SENP7 block: inhibitors of human SENP7 protease | recombinant SENP7, Z-RLRGG-aminoluciferin luminescence, 40 min | inhibition, % at 5 µM | 330,000 compounds, 1.5% hits | AID 434973;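 active = inhibition above about 50% at the single test dose, limit read from the data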;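 also: plate controls were DMSO with enzyme for no effect and no enzyme buffer wells for full effect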
Target sequence (Q9BQF6 706-1050 limits assumed): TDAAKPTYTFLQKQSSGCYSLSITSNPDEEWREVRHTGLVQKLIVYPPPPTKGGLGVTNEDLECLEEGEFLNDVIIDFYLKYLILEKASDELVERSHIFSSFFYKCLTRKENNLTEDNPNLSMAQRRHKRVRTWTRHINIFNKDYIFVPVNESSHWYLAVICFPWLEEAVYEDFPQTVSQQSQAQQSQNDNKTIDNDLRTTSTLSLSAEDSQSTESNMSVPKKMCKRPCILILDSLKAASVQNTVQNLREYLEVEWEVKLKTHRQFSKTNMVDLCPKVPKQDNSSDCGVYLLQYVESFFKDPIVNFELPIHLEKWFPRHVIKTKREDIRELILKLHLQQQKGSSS
PfGluPho inh: PfG6PD (Plasmodium falciparum) enzyme inhibition. PfGluPho enzyme, NADPH resazurin-diaphorase fluorescence. inhibition, % at 20 µM. 350,000 compounds, 0.78% hits. AID 504690;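 active = inhibition reaching at least a set limit at 20 µM in the primary screen, cut at about 59% in these data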;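 also: 0% = DMSO wells with substrate and 100% = DMSO wells lacking glucose-6-phosphate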
SENP1 FRET inh: blocks the human SENP1 SUMO protease catalytic domain; inhibition, % at 10 µM; recombinant SENP1 catalytic domain, CyPet-SUMO1-YPet FRET cleavage; 360,000 compounds, 0.21% hits; AID 624204; Q9P0U3;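 active = inhibition at least 30% at 10 µM, raw YFP signal under a set limit, fluorescence ratio 0.5 to 1.5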;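 also: 0% = enzyme with DMSO and 100% = no enzyme wells; some results filed as inactive read as strong as hits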
Target sequence (Q9P0U3 419-644 limits assumed): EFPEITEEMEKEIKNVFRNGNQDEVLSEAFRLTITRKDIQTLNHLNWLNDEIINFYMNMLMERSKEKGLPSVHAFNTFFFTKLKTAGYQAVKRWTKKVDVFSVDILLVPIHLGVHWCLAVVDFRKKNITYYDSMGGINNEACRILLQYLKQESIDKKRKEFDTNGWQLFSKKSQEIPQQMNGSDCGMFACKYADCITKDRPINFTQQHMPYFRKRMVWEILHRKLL
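Test system: recombinant human SENP1 catalytic domain, His6-tagged / Medium: pH 8 Tris buffer with EDTA, NaCl, BME, BSA, NP40, catalase / Also added: SUMO1 FRET substrate flanked by Cypet and Ypet, 25 nM / Times: 50 min reaction at room temperature / Signal: FRET, CFP and YFP emission / Control set: no-enzyme low control and enzyme-plus-DMSO high control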
SENP8 block-2: SENP8 protease inhibition; Q96LD8; purified SENP8, Z-RLRGG-aminoluciferin cleavage, luminescence; inhibition, % at 10 µM; 330,000 compounds, 1.2% hits; AID 2540; in the data active = inhibition above about 50%
* marks the source's active call; other numbers are inactive results; i = inactive; nt = no result given. Outcome played no part in choosing rows; about 3.6% have a hit in one of these screens.

SMILES	HKDC1 inh	Apaf1 inhib	SENP8 block-1	SENP6 inh	SENP7 block	PfGluPho inh	SENP1 FRET inh	SENP8 block-2
O=C(NCc1ccccc1)C1CCCN(c2ncnc3c2nc2n3CCCCC2)C1 (stereo not drawn)	1	8	1	-13	-15	2	1	-9
COc1ccc2nc3n(c(=O)c2c1)-c1cc(C)ccc1C(=O)NC3Cc1ccc(O)cc1 (stereo not drawn)	nt	15	nt	-2	2	nt	nt	-3
OCc1nc2ccccc2n1Cc1c(F)cccc1Cl	0	-27	22	-8	3	13	-1	1
CCCc1cc(-c2n[nH]c(=S)n2CC(C)C)cs1	-1	-4	-7	-12	-2	12	2	-2
O=C(C1=C(O)C(=O)N(CCN2CCOCC2)C1c1ccco1)c1cc2ccccc2o1 (stereo not drawn)	1	-2	-24	9	-1	-17	-6	8
OC1OC[C@@H](O)[C@H](O)[C@H]1O (stereo partly drawn)	nt	-10	nt	-16	1	nt	nt	0
O=C(N/N=C\c1cccc(F)c1)c1ccc(Cn2cc(Br)c([N+](=O)[O-])n2)o1	-10	-8	18	-8	-3	45	1	-2
Cc1nnc(NC(=O)c2ccc(-c3cccc(C(F)(F)F)c3)o2)s1	-2	9	-278	-16	-3	-34	1	-4
Cn1nccc1NC(=O)Nc1cccc(Br)c1	-1	2	5	-18	2	-8	0	-6
Cc1ccc2nc(-c3ccccc3NC(=O)CCC(=O)O)c(=O)[nH]c2c1	3	-6	-96	7	-15	-18	-2	-10
COC(=O)c1ccc(CSc2ccc3nnc(-c4ccc(OC)c(OC)c4)n3n2)o1	20	8	11	-15	-7	16	0	0
O=C1NC(=S)N/C1=C/c1cc([N+](=O)[O-])ccc1N1CCOCC1	-4	5	-5	-9	8	2	9	-2
COc1ccccc1C=NNC(=O)C(=O)NN=Cc1ccccc1OC	-8	nt	-104	nt	nt	-24	1	nt
O=C(N/N=C/c1ccccn1)c1cccnc1	5	-5	8	-8	6	-6	-2	2
CC(=O)N1CCc2cc(Br)cc(S(=O)(=O)CCC(=O)N3CCN(c4ccccn4)CC3)c21	-7	-10	10	13	9	-15	1	-4
O=C(O)CCC(=O)Nc1ccc(S(=O)(=O)c2ccc(NC(=O)CCC(=O)O)cc2)cc1	-6	6	6	-12	6	-23	-1	4
O=C(COc1ccc(S(=O)(=O)NCc2ccccc2)cc1Cl)N1CCOCC1	-7	-10	11	-15	-1	5	-1	-2
CC1(C)Cc2ccccc2C(Nn2cnnc2)=N1	5	4	12	1	-2	8	-9	-8
Cc1onc(-c2c(Cl)cccc2Cl)c1COC(=O)c1ccc(Cl)cc1	1	4	23	-29	-11	22	-1	-7
O=C(O)CSc1ncccn1	-5	-1	27	3	2	8	2	1

Part of the list above, showing only HKDC1 inh:
| SMILES | HKDC1 inh |
| --- | --- |
| O=C(N/N=C/c1ccccn1)c1cccnc1 | 5 |
| CC(=O)N1CCc2cc(Br)cc(S(=O)(=O)CCC(=O)N3CCN(c4ccccn4)CC3)c21 | -7 |

Additional entries follow.
SMILES	HKDC1 inh	Apaf1 inhib	SENP8 block-1	SENP6 inh	SENP7 block	PfGluPho inh	SENP1 FRET inh	SENP8 block-2
CCOC(=O)Cn1nc(-c2ccc(F)cc2)cc(Cc2ccccc2)c1=O	2	17	-3	3	-5	16	-1	-4
CCOc1ccc2nc(NS(=O)(=O)c3ccc4c(c3)n(C)c(=O)n4C)sc2c1	5	0	8	6	-2	-6	2	2
CCC(=O)NCCCNc1nc2c(C)cccc2cc1C#N	-5	-11	-407	7	10	23	-88	4
CC(=O)CCc1oc2ccc([N+](=O)[O-])cc2c1-c1ccc(C)o1	-2	3	10	11	-10	3	1	0
N#Cc1ccccc1OCCn1cncn1	-2	1	13	-38	6	-6	1	-13
CC(OC(=O)c1nsc(Cl)c1Cl)C(=O)NC1CCCCC1 (stereo not drawn)	-2	6	18	-4	8	3	1	-4
CCOc1ccc(CN2CCSCC2)cc1	-3	-10	10	11	2	2	-2	4
C=CCNc1nnc(SCC(=O)N2CCC(C(N)=O)CC2)s1	20	12	7	-8	2	14	1	-4
CC(C)c1cc(C(=O)OCC(=O)NC(=O)NCc2ccco2)c(O)c(C(C)C)c1	-7	28	-40	-15	-8	15	-1	-11
CCC(C)N1C(=S)SC(C)(C)C1N(O)C(=O)NC1CCCCC1 (stereo not drawn)	1	-6	6	-4	5	-2	0	-1
O=C(Cn1ncc2c([nH]c3ccccc32)c1=O)Nc1cccnc1	-2	6	-6	1	-20	17	-1	-5
CCSc1nc2c(c(=O)[nH]1)C(c1cccnc1)C(C(=O)OC)=C(C)N2 (stereo not drawn)	3	9	-54	-8	-8	-19	2	1
O=C(/C=C\c1ccco1)Oc1cccc2cccnc12	4	8	1	-5	-12	-15	-4	-7
COc1ccc(N2CC(O)=C(c3nc(-c4ccccc4)cs3)C2=N)cc1	3	4	-32	-14	-1	-12	-2	-12
Cc1cc(O)c(N)c(C)c1Cl	2	1	11	-10	6	41	3	-6
Cc1nc(N2CCN(S(=O)(=O)c3ccc(F)cc3)CC2)c2c(-c3cccs3)csc2n1	2	24	12	-1	-2	6	-14	-1
COC(=O)C1=C(C)NC2=C(C(=O)CCC2)C1c1ccc(-c2ccsc2C(=O)OC)o1 (stereo not drawn)	4	-7	-393	-8	-2	15	1	-2
CC(NC(=O)CN(C)S(=O)(=O)c1cccc2nsnc12)c1ccccc1 (stereo not drawn)	-8	20	7	12	-2	-1	5	-5
CC1CCN(c2ccccc2NC(=O)c2cc3ccccc3o2)CC1	0	18	-12	-11	12	1	0	-8
Cc1cccc(NC(=S)NC(=O)Cc2ccccc2)c1C	4	7	5	-15	-12	42	0	-9
N[C@H]1CONC1=O	-3	-7	nt	0	3	-7	nt	6
COc1cc(OC)c(C(=O)NNC(=O)c2ccc(NS(=O)(=O)c3cccs3)cc2)cc1OC	-6	nt	-1	nt	nt	-6	3	nt
CC(C)OCC(O)CSc1ccccn1 (stereo not drawn)	-8	-16	6	-9	-11	3	-2	-1
Cc1ccc(C(=O)N/C(=C/c2ccccc2F)C(=O)NCCCn2ccnc2)cc1	-4	-8	9	3	-1	-6	1	7
Cc1[nH]n(-c2ccc([N+](=O)[O-])cc2)c(=O)c1C=NCCN1CCN(C(=O)c2ccc(F)cc2)CC1	9	-2	14	91*	90*	9	1	67*
CCc1ccccc1NC(=O)Nn1cnnc1	1	1	-2	11	-5	-2	2	3
FC(F)(F)c1nc2ccccc2nc1N/N=C\c1ccccc1	8	8	-12	-8	8	-5	-17	-15
COc1cc2c(cc1OC)CN(C(=S)NC(=O)c1ccccc1)CC2	-2	0	8	0	4	-10	3	4
O=C(/C=C/c1c(F)cccc1Cl)NCc1ccco1	-6	-6	24	0	-1	11	0	-3
CC(=O)Nc1ccc2c3c(cccc13)CC2	0	4	-5	-1	-9	-13	-1	-5

Single records (already shown). Screens in order: HKDC1 inh, Apaf1 inhib, SENP8 block-1, SENP6 inh, SENP7 block, PfGluPho inh, SENP1 FRET inh, SENP8 block-2
Shown for Cc1[nH]n(-c2ccc([N+](=O)[O-])cc2)c(=O)c1C=NCCN1CCN(C(=O)c2ccc(F)cc2)CC1 → 9, -2, 14, 91*, 90*, 9, 1, 67*
Shown for CC(C)OCC(O)CSc1ccccn1 (stereo not drawn) → -8, -16, 6, -9, -11, 3, -2, -1

Continued.
SMILES	HKDC1 inh	Apaf1 inhib	SENP8 block-1	SENP6 inh	SENP7 block	PfGluPho inh	SENP1 FRET inh	SENP8 block-2
O=CNc1ccc2c3c(cccc13)-c1ccccc1-2	26	nt	i	nt	nt	104*	-33	nt
Cc1cc(C)n(-c2nc(C)nc3sc4c(c23)CCC(C)C4)n1 (stereo not drawn)	0	-21	-39	-3	5	-23	-2	10
CC(C)=CCSc1nnc([C@@H](NC(=O)OC(C)(C)C)C(C)C)o1	3	8	3	13	3	2	-1	3
c1ccc(-n2c(-c3ccco3)nnc2N2CCOCC2)cc1	1	-5	14	-4	2	-7	2	3
COCCNC(=O)/C(C#N)=C/c1ccc(-c2ccc(OC)cc2[N+](=O)[O-])o1	1	18	18	14	4	14	9	7
CC(CNC(=O)c1ccc(NC2=NC3CS(=O)(=O)CC3S2)cc1)c1ccccc1 (stereo not drawn)	-5	-4	16	2	1	5	0	3
O=C(OC1CCN(c2ccc([N+](=O)[O-])cc2)CC1)c1ccccc1	-2	2	12	-16	-4	-14	-10	1
CC(C)CC(=O)Nc1ccccc1N1CCN(c2ccc(F)cc2)CC1	-2	3	-7	-2	6	14	-4	9
COc1cc(/C=N/NC(=O)Cn2cnc3c2c(=O)n(C)c(=O)n3C)cc(OC)c1OC	0	-6	10	-3	-8	-6	2	-3
COc1cc(CN2CCCC(CCC(=O)NCc3ccc(C)o3)C2)cc2c1OCO2 (stereo not drawn)	9	-20	4	-7	1	4	-4	3
Cc1cc(C)c2oc(C(=O)Nc3ccc(S(=O)(=O)Nc4nccc(C)n4)cc3)cc(=O)c2c1	0	4	15	-8	-15	10	0	-11
Cn1c(S(=O)(=O)O)nc2ccccc21	0	-10	19	0	2	4	-2	3
CCOc1ccc(OCc2cccc(C(=O)N3CCOCC3)c2)cc1	5	-16	-2	45	-7	-5	-1	42
O=C(OCCN1CCCC1)C1(c2ccccc2)CCCC1	2	nt	25	nt	nt	-9	0	nt
C=CCn1c(=NC(=O)c2ccc(S(=O)(=O)N3CCCC3)cc2)sc2cc(NC(C)=O)ccc21	-5	-8	-292	10	0	-8	-117	12
O=C(O)CCc1cccnc1	-9	-2	10	-15	-5	-17	2	-7
COc1ccc(/C=C/C(=O)c2ccc(C)c([N+](=O)[O-])c2)cc1O	25	6	13	-6	5	20	0	-7
O=C(CN1CCC(C(=O)c2ccc3c(c2)OCCO3)CC1)NCc1ccc(F)cc1	-1	11	6	-5	3	8	-3	-3
COc1cc(/C=N/NC(=O)Cn2nc([N+](=O)[O-])cc2C)cc(Br)c1OCc1ccccc1	-5	20	35	-6	-5	21	0	-4
CCOc1ccc(NC(=O)CN2C(=O)NC(CCc3ccccc3)C2=O)cc1OCC (stereo not drawn)	-7	7	10	68*	1	21	-1	-7
CC(=O)N(Cc1cc(=O)[nH]c2ccccc12)c1ccccc1	-5	-6	-6	2	-2	-9	3	2
CCOC(=O)C(C)n1nc(C)c2sc3ccccc3c2c1=O (stereo not drawn)	8	8	-4	-12	-3	-4	0	-4
CC1CC(C)CN(C(=O)C(C)N2CCN(S(=O)(=O)c3cccs3)CC2)C1 (stereo not drawn)	-6	13	2	-15	7	-3	3	-1
CC1CCN(c2cc(C#N)c(C#N)cc2[N+](=O)[O-])CC1	-5	-2	20	2	2	-20	0	-1
CN(C(=O)COC(=O)c1nn(C)c(=O)c2ccccc12)c1c(N)n(Cc2ccccc2)c(=O)[nH]c1=O	-7	9	5	-12	14	-5	0	-21
COCCNC(=O)c1cccc(OC2CCN(Cc3ccccc3OC(F)F)CC2)c1	-4	-11	13	-13	12	9	-2	-13
CCN(CC)C(=O)c1ccc2c(c1)N(Cc1ccccc1)C(=O)CS2=O (stereo not drawn)	-3	3	21	2	-1	33	1	-6
Cc1oc(-c2ccc3c(c2)OCCO3)cc1C(=O)O	-3	0	6	99*	98*	13	2	97*
CC1Cc2ccccc2N1C(=O)Cc1cccs1 (stereo not drawn)	2	3	16	-5	-10	-4	3	-9
CC(C)CSc1n[nH]c(=S)s1	-3	1	10	-10	6	5	3	3
CCOC(=O)c1c(NC(=S)NC(=O)c2ccc(Cn3cc(Cl)cn3)o2)sc2c1CCCCC2	-1	10	30	-6	-4	-10	-1	-7
